# FN deposit inh = fibronectin deposition inhibition; AH1F fibroblasts, Alexa488-fibronectin deposition fluorescence, overnight; inhibition, % at 12.6 µM; 350,000 compounds, 0.086% hits; AID 743247;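 active means mean inhibition across replicates of 30% or more, regardless of how many single replicates reach that level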;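 further: positive control wells lacked labelled fibronectin entirely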
#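 test system = AH1F fibroblasts assembling fluorescent fibronectin matrix | quantity = 10000 AH1F cells per well | buffer or medium = DMEM plus 2% serum, read in PBS | doses = single dose, pinned | incubation = 1 h cell attachment, overnight exposure to compound and label | detection = fluorescence at 485 nm excitation, 525 nm emission | read-out basis = inhibition from reduced deposited-fibronectin fluorescence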
# LGR2 antag = inhibitors of bursicon-induced Drosophila LGR2 receptor cAMP signaling | inhibition, % at 9.99 µM | HEK293 LGR2, CRE-luciferase, bursicon-stimulated, 4 h | 380,000 compounds, 0.35% hits;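 active means drop in luminescence signal, shown as inhibition above about 50% in the replicate tests, limit read from the data, passing the limit was not always enough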;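 further: agonist challenge used bursicon conditioned medium at about half maximal strength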
# Starred values were filed as active, the others as inactive; & = joins results of further samples. A portion of the library, so the mix of outcomes need not match the whole.
SMILES,FN deposit inh,LGR2 antag
COc1ccc2nc(NC(=O)c3ccc(NS(=O)(=O)c4cccs4)cc3)sc2c1,-4,-53
COc1ccccc1C(=O)NN=C1CCN(Cc2ccccc2)CC1,2,-10
O=C(NC1=NCCS1)c1sc2cc(F)ccc2c1Cl,-3,-55
C=CCc1cccc(/C=N/NC(=O)CCC(=O)Nc2ccc(C)cc2)c1O,1,-29
Cc1ccc(N2C(=O)c3ccc(C(=O)O)cc3C2=O)c(C)c1,6,10
COc1ccccc1OCCC(=O)OCC(=O)Nc1ccc(Br)cc1,2,-3
COCCn1c(=NC(=O)c2cc(Cl)sc2Cl)sc2cc(S(N)(=O)=O)ccc21,-3,18
CC(=O)Nc1ccc(-c2cc(-c3ccccc3)nc(-c3ccccc3)n2)cc1,5,17
CC1CN(C(=O)COC(=O)c2ccc(N)c([N+](=O)[O-])c2)CC(C)O1 (centres undefined),2,-9
NNC(=O)c1ccc(Cn2cc(Br)cn2)cc1,-7,0
CCOC(=O)N1CCN(C(=O)COc2cccc3c2CCN(Cc2ccccc2C)C3=O)CC1,11,-4
CC(=O)NC(=S)Nc1ccccc1C(=O)Nc1ccccc1,5,26
CCc1ccc(OCC(=O)N2c3ccccc3CCc3ccccc32)cc1,-3,-11
CC(C)(C)c1cc(-n2ccnc2)n2ncc(-c3ccc(Cl)cc3)c2n1,-3,-6
CC(C)c1cc(C(=O)N/N=C/c2cccnc2)n[nH]1,17,34
O=C1Cc2ccccc2Sc2c(OCCN3CCCCC3)cccc21,4,-5
N#Cc1cc(C#N)c(N2CCN(c3cccc(Cl)n3)CC2)nc1N,6,-66
COc1ccc(NC(=O)/C(C#N)=C/c2ccc3c(c2)n(C)c(=O)n3C)cc1,0,4
CC(C)(C)N(Cc1ccccc1)C(=O)COC(=O)CCc1c[nH]c2ccccc12,-3,16
CC1CCc2c(C(=O)Nc3ccc(OC(F)(F)F)cc3)csc2C1 (centres undefined),11,-9
N#Cc1ccc(-c2ccc([C@@H]3[C@@H]4CN(Cc5cocn5)C[C@H]3N4)cc2)cc1,-4,22
Cc1cc(/C=C(\C#N)C(N)=O)c(C)n1-c1ccc(N2CCOCC2)c([N+](=O)[O-])c1,0,-4
Cc1nn(CCCC(=O)Nc2cc(Oc3ccccc3)cc([N+](=O)[O-])c2)c(C)c1[N+](=O)[O-],-1,6
O=C(Nc1ccccc1)C(=O)c1cn(CC(=O)N2CCCCC2)c2ccccc12,4,-13
O=C(/C(C=Nc1cccc(C(F)(F)F)c1)=C(/O)c1ccco1)C(F)(F)F,-10,-62
Cc1ccc(C(=O)NN(CCC(=O)NC(C)(C)C)C2=NS(=O)(=O)c3ccccc32)cc1,-13,8
O=C(C[n+]1cccc(CNC(=O)c2ccc(OC(F)F)cc2)c1)Nc1cccc(C(F)(F)F)c1,-5,12
CCc1ccc(-n2cccc2/C=C2/C(=N)N3C(=NC2=O)SN=C3S(C)(=O)=O)cc1,19,16
N#Cc1cccc(NC(=O)COC(=O)c2cccc(N3C(=O)c4ccccc4C3=O)c2)c1,0,-9
O=C(CCc1ccc(Oc2cc([N+](=O)[O-])cc([N+](=O)[O-])c2)cc1)Nc1cccc(Cl)c1,-8,9
Cc1nc(Nc2ccccc2)sc1-c1ccccc1,0,-21
O=C(CN1CCN(c2ccccc2O)CC1)NC(c1ccccc1)c1ccccc1,-5,7
C/C=C/c1ccc(C2[C@@H]3CN(C(=O)NC4CCCCC4)C[C@H]2N3)cc1 (some centres undefined),3&-2,-6&6
COc1cc(/C=N/Nc2ccccc2)ccc1OC(=O)c1cccs1,3,-16
Cc1nc2c(cc1C(=O)N/N=C/c1ccc([N+](=O)[O-])cc1)c(=O)n(C)c(=O)n2C,10,-1
CCNC(=O)OCCC12CC3CC(CC(C3)C1)C2,2,-15
CC(C)OCCCNC(=O)C1CCC(CNS(=O)(=O)c2ccccc2)CC1 (centres undefined),0,14
O=C(O)Cc1ccc(NC(=S)Nc2cccc(Cl)c2Cl)cc1,7,-21
Cc1ccc(S(=O)(=O)N(CCC(=O)O)c2ccccc2)cc1,0,-7
CCC1(C(=O)c2ccc(Cl)cc2)C2c3ccccc3OC(=O)C21C(=O)Nc1ccccc1 (centres undefined),-1,-5
CCOC(=O)N1CCC(=NNC(=O)c2ccccc2F)CC1,-2,7
COc1ccc(-n2cccc2C=O)cc1,-6,0
O=C1SCC(c2ccc(Cl)cc2Cl)=NN1Cc1nnc(-c2ccccc2)o1,-7,1
Cc1cccc(OCC(=O)NCC(=O)N/N=C/c2cccs2)c1,3,0
O=C(N/N=C/c1cccc(Br)c1)c1ccc(Cn2cc(Br)cn2)o1,-10,-22
COc1ccc(Cl)cc1C(=O)O/N=C(\N)c1ccc(Cl)cc1,-1,-23
COCCOc1ccc(C(F)(F)F)cc1NC(=O)c1ccc(F)cc1,-7,4
COCc1cc(C)n(CC(=O)N2CCCC2)c(=O)c1C#N,-5,-6

# Two compounds picked at random from the list so far:
SMILES,FN deposit inh,LGR2 antag
Cc1ccc(S(=O)(=O)N(CCC(=O)O)c2ccccc2)cc1,0,-7
CCC1(C(=O)c2ccc(Cl)cc2)C2c3ccccc3OC(=O)C21C(=O)Nc1ccccc1 (centres undefined),-1,-5

# Continued:
SMILES,FN deposit inh,LGR2 antag
CC(=O)c1c(C)[nH]c(C(=O)OCC(=O)Nc2ccc(C)cc2[N+](=O)[O-])c1C,1,1
COC(=O)c1sccc1NC(=O)COc1ccc(Cl)cc1Cl,5,-24
CC(Sc1ccc(Cl)cc1)C(=O)Nc1ccccc1-c1ccccc1 (centres undefined),2,12
COC(=O)c1ccc(NC(=O)C(=O)N2CCN(C(=S)NCCc3ccccc3)CC2)cc1,-3,-16
O=C(NC(=S)N1CCc2ccccc21)c1ccccc1,-1,0
CC(C)CNC(=S)NC(=O)c1ccc(F)cc1,-1,-8
COc1ccccc1-c1ccc(C2[C@@H]3CN(Cc4nccs4)C[C@H]2N3)cc1 (some centres undefined),12,11
C[C@@H]1CN([C@H](C)CO)C(=O)c2cc(NC(=O)c3ccccc3)ccc2O[C@@H](C)CCCCO[C@@H]1CN(C)C(=O)c1ccccc1,-1,-9
Cc1cccc(NC(=O)CN(C)S(=O)(=O)c2ccc(Cl)cc2)n1,-1,-9
CC1CCc2c(sc3nc(CN4CCOCC4)nc(N4CCc5ccccc5C4)c23)C1 (centres undefined),-1,-2
COc1cc(/C=N/NC(=O)CN2CCCCC2)ccc1OCc1ccc(Br)cc1,-7,-88
O=C1OC(Cc2ccccn2)C(O)=C1C1=NCCCCN1 (centres undefined),0,10
COc1nnc(-c2ccccc2)s1,0,-10
O=C(O)c1ccc(NCc2cccc(Br)c2)cc1,2,-9
N=C(N)SCc1cn2ccccc2n1,-2,-3
NS(=O)(=O)c1ccc(NC(=S)NC2CCCCCC2)cc1,-5,-6
Cc1ccc(N2C(=O)C3C(C2=O)N2C(c4cccs4)C4C(=O)N(c5ccc(C)cc5)C(=O)C4N2C3c2cccs2)cc1 (centres undefined),3,-18
O=C(COc1ccc([N+](=O)[O-])cc1)N/N=C/c1cc([N+](=O)[O-])ccc1N1CCOCC1,10,-18
C=CCN(c1ccccc1)S(=O)(=O)c1cccc(C(=O)Oc2ccc3c(C)cc(=O)oc3c2)c1,-15,-8
Cc1nn(Cc2ccccc2Cl)c(C)c1NC(=O)CCCn1nc([N+](=O)[O-])c(Cl)c1C,9,-6
Cc1ccc(NC(=O)c2ccccc2OCC(=O)c2ccc(F)cc2)cc1,-6,-4
Cc1cc(Br)ccc1NCc1ccccn1,4,-13
O=C(NCc1cccnc1)C1CCN(S(=O)(=O)c2cccs2)CC1,5,-11
Cc1ccc(S(=O)(=O)Cn2nnnc2C(CC(C)C)N2CCN(C(=O)c3ccco3)CC2)cc1 (centres undefined),6,3
C[C@@H]1CCCCO[C@H](CN(C)C(=O)Nc2ccc(F)cc2)[C@H](C)CN([C@H](C)CO)C(=O)c2cc(NS(=O)(=O)c3ccc(Cl)cc3)ccc2O1,-5,2
O=C(N/N=C\c1cc(Cl)ccc1O)c1ccc(S(=O)(=O)N2CCCCC2)cc1,25,22
CC1=C(C(=O)OCC(C)C)C2(O)C(=O)c3ccccc3C2(O)N1 (centres undefined),0,35
CC(=O)c1ccc(NC(=S)N(C)C2CCN(C)CC2)cc1,0,-2
Cc1ccccc1C(=O)NC(=S)Nc1ccc(Cc2ccncc2)cc1,4,-14
COc1ccc(OC)c(/C=N/NC(=O)CCN2CCN(C(c3ccccc3)c3ccccc3)CC2)c1,-1,8
CCCC(O)(CCC)C(=O)NN(C(=O)OC)c1ccccc1,-3,-7
CC(C)Cc1csc(NC(=O)c2ccccc2Cl)c1C(=O)O,-5,8
CC1CCCCN1CC(=O)Nc1ccccc1Sc1ccccc1 (centres undefined),-8,-2
Cc1ccc(NC(=O)C(Nc2cccc(C)c2)c2ccccc2)cc1 (centres undefined),-4,-10
CCCN1CCC(=NNC(=O)CSc2cc(C)c(Br)cc2C)CC1,9,6
O=C(CS(=O)(=O)c1ccccc1)Nc1ccc(Br)cn1,0,-12
C=Cn1cc[n+](CC(=O)C(C)(C)C)c1,3,4
CCOC(=O)c1sc2nc(C)cc(-c3ccccc3)c2c1N,3,-18
Cc1cccc(C)c1NC(=O)COC(=O)c1ccc(N2CCCC2)c([N+](=O)[O-])c1,-2,-13
Cc1ccc(OCCNC(=O)/C=C/c2ccccc2)cc1C,-4,-1
c1ccc(Sc2cccc3ccccc23)c(CNC2=NCCN2)c1,-3,2
CN(C)c1ccc(NC(=O)/C=C/c2ccccc2Cl)cc1,-8,-40
Cc1ccccc1-c1ccc(C2[C@H]3CNC[C@@H]2N3Cc2ccccn2)cc1 (some centres undefined),-4&-7,-4&-40
CCN(CC)S(=O)(=O)c1ccc2[nH]c(=O)cc(C(=O)Nc3ccc(C)c(S(=O)(=O)N(CC)CC)c3)c2c1,-8,3
CC(NC(=O)/C=C/c1ccco1)c1nc2ccccc2n1Cc1ccccc1F (centres undefined),-11,-1
O=C(CSc1nn(-c2ccccc2)c(=S)s1)NC1CCS(=O)(=O)C1 (centres undefined),7,-3
COc1ccc(-c2csc(N)n2)cc1,7,-15
Cc1ccc(-n2nnnc2SC(C)C(=O)NCC(=O)Nc2ccc(F)c(F)c2F)c(C)c1 (centres undefined),0,5
O=C(COc1ccccc1)NCC(=O)N/N=C/c1ccco1,1,-5
Cc1ccc(C(=O)COC(=O)C(C)N2C(=O)C3C4C=CC(C4)C3C2=O)cc1 (centres undefined),4,12
Cc1ccc(C(=O)NNC(=O)CCC(=O)Nc2cc(C)on2)cc1,-2,-11
Cc1ccc(C(=O)N/C(=C\c2cccs2)C(=O)NCc2cccnc2)cc1,1,1
CC1=NN=C(c2ccccc2)C(c2c[nH]c3ccccc23)N1O (centres undefined),-6,2
Cc1c(C2=CCN(S(=O)(=O)c3ccc(Br)cc3)CC2)c2ccccc2n1C,-10,1
COc1ccc(/C=C2\CCC(C3CCCC3)C2=O)cc1Cn1nc(C)cc1C (centres undefined),-18,-10
CCCCNS(=O)(=O)c1ccc(NC(=O)C2CCCO2)cc1 (centres undefined),-3,15
CCOc1ccccc1N(CC(=O)NC(C)(C)C)C(=O)c1ccc(CN2CCOCC2)o1,4,-19
Cc1c(C(=O)O)cccc1-c1ccc(C=O)o1,2,-7
COc1ccc(CNC(=O)CSCc2ccccc2Cl)cc1,0,-27
Cc1cccc(C)c1C(OCCN(C)C)C1CCCCC1 (centres undefined),-13,-3

# Some of the entries so far, tab-delimited:
SMILES	FN deposit inh	LGR2 antag
O=C(CS(=O)(=O)c1ccccc1)Nc1ccc(Br)cn1	0	-12
C=Cn1cc[n+](CC(=O)C(C)(C)C)c1	3	4
CCOC(=O)c1sc2nc(C)cc(-c3ccccc3)c2c1N	3	-18
Cc1cccc(C)c1NC(=O)COC(=O)c1ccc(N2CCCC2)c([N+](=O)[O-])c1	-2	-13
Cc1ccc(OCCNC(=O)/C=C/c2ccccc2)cc1C	-4	-1
c1ccc(Sc2cccc3ccccc23)c(CNC2=NCCN2)c1	-3	2
CN(C)c1ccc(NC(=O)/C=C/c2ccccc2Cl)cc1	-8	-40
Cc1ccccc1-c1ccc(C2[C@H]3CNC[C@@H]2N3Cc2ccccn2)cc1 (some centres undefined)	-4&-7	-4&-40
CCN(CC)S(=O)(=O)c1ccc2[nH]c(=O)cc(C(=O)Nc3ccc(C)c(S(=O)(=O)N(CC)CC)c3)c2c1	-8	3
CC(NC(=O)/C=C/c1ccco1)c1nc2ccccc2n1Cc1ccccc1F (centres undefined)	-11	-1
O=C(CSc1nn(-c2ccccc2)c(=S)s1)NC1CCS(=O)(=O)C1 (centres undefined)	7	-3
COc1ccc(-c2csc(N)n2)cc1	7	-15
Cc1ccc(-n2nnnc2SC(C)C(=O)NCC(=O)Nc2ccc(F)c(F)c2F)c(C)c1 (centres undefined)	0	5
O=C(COc1ccccc1)NCC(=O)N/N=C/c1ccco1	1	-5
Cc1ccc(C(=O)COC(=O)C(C)N2C(=O)C3C4C=CC(C4)C3C2=O)cc1 (centres undefined)	4	12
Cc1ccc(C(=O)NNC(=O)CCC(=O)Nc2cc(C)on2)cc1	-2	-11
Cc1ccc(C(=O)N/C(=C\c2cccs2)C(=O)NCc2cccnc2)cc1	1	1
CC1=NN=C(c2ccccc2)C(c2c[nH]c3ccccc23)N1O (centres undefined)	-6	2
Cc1c(C2=CCN(S(=O)(=O)c3ccc(Br)cc3)CC2)c2ccccc2n1C	-10	1
COc1ccc(/C=C2\CCC(C3CCCC3)C2=O)cc1Cn1nc(C)cc1C (centres undefined)	-18	-10
CCCCNS(=O)(=O)c1ccc(NC(=O)C2CCCO2)cc1 (centres undefined)	-3	15
CCOc1ccccc1N(CC(=O)NC(C)(C)C)C(=O)c1ccc(CN2CCOCC2)o1	4	-19
Cc1c(C(=O)O)cccc1-c1ccc(C=O)o1	2	-7
COc1ccc(CNC(=O)CSCc2ccccc2Cl)cc1	0	-27
